697 NFkB inh: inhibitors of PMA/ionomycin-induced NF-kB reporter, 697 cells, primary screen, B-cell NF-kB inhibitor project, cell-based, luminescence, uHTS. 697 B-cell NF-kB luciferase reporter, 16 h. inhibition, % at 4 µM. hit rate 0.33% among 330,000; in the data active = inhibition above about 35%
EBI2 block: EBI2 receptor antagonists, beta-arrestin recruitment, primary screen, cell-based, luminescence, 7a,25-OHC stimulation, uHTS | 7a,25-OHC stimulated | inhibition, % at 5 µM | hit rate 0.81% among 360,000; in the data active = inhibition above about 38%;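 note: enzyme fragment complementation signal reports receptor beta-arrestin coupling in cells; 0% = agonist plus DMSO wells and 100% = wells without agonist; some results beyond the cut were filed as inactive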
Target sequence (P32249 whole entry, looked up, the tested form may be a part): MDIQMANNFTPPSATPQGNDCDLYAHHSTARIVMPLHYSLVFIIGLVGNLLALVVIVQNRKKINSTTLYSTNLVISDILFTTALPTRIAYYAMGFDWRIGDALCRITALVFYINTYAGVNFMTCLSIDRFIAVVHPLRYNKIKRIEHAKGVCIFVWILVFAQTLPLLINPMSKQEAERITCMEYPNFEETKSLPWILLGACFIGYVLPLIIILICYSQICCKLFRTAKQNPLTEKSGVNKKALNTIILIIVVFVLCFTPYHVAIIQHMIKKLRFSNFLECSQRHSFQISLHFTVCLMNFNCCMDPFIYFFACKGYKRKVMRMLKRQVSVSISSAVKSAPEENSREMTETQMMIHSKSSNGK
Gli-Sufu antag: Gli-Sufu pathway antagonists, primary screen, luciferase luminescence, Sufu-KO-LIGHT cells, uHTS; Sufu-KO-LIGHT fibroblasts, Gli luciferase reporter luminescence; inhibition, % at 5 µM; hit rate 0.74% among 340,000; AID 588413, 2011;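 active = inhibition above about 55%, limit read from the data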;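 note: 0% = DMSO-treated cells and 100% = wells with medium but no cells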
CXCR6 inh: CXCR6 receptor inhibitors, primary screen, cell-based, beta-arrestin, luminescence, CHO-K1 PathHunter, 1536-well; AID 602244, 2012; C-X-C chemokine receptor type 6 (Homo sapiens), O00574; hit rate 0.36% among 360,000; inhibition, % at 20 µM; in the data active = inhibition above about 34%, passing the limit was not always enough;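 note: antagonist mode with CXCL16 agonist at 10 nM final; 0% = 10 nM CXCL16 with DMSO and 100% = unstimulated wells without agonist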
Jurkat NFkB inh: inhibitors of induced NF-kB luciferase reporter, primary screen, TCR NF-kB activation inhibitor project, cell-based, luminescence, uHTS; Jurkat, PMA/ionomycin-induced NF-kB luciferase reporter; inhibition, % at 4 µM; hit rate 0.53% among 330,000; AID 435003, 2010; in the data active = inhibition above about 50%
CHOP UPR activ: activators of apoptotic CHOP UPR arm, primary screen, cell-based, CHO-CHOP luciferase reporter, luminescence, uHTS; hit rate 0.34% among 330,000; activation, % at 10 µM; UPR activation; percent of tunicamycin response over DMSO baseline; AID 449763, 2010;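 active = at 10 µM dose, activation of 40% or more, normalized to positive control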;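 note: 100% = tunicamycin at 10 µg/mL and 0% = DMSO alone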
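Evaluation: % reporter activation, DMSO baseline versus tunicamycin full activation; System: CHO-CHOP luciferase reporter cell line; Input: 500 cells/well; Incubation: 6 h compound treatment, 37 °C; Measured by: Steady-Glo luciferase luminescence; Dosing: one dose, 10 µM in 0.5% DMSO; Buffer or medium: F12 medium, 10% FBS; Benchmarks: positive tunicamycin 10 µg/mL, negative DMSO alone.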
CCR6 antagonist: CCR6 receptor antagonists, primary screen, cell-based, CHO-K1, luminescence, beta-arrestin, uHTS; inhibition, % at 20 µM; CHO-K1 CCR6 PathHunter beta-arrestin, CCL20-stimulated; hit rate 0.49% among 340,000; AID 493098, 2011;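 active = compounds whose inhibition of the agonist-driven luminescence signal at 20 µM reaches about 50%, limit read from the data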;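 note: cells stimulated with CCL20 at 14 nM final; plate controls were DMSO with CCL20 for no effect and DMSO without agonist for full effect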
Target sequence (P51684 whole entry, looked up): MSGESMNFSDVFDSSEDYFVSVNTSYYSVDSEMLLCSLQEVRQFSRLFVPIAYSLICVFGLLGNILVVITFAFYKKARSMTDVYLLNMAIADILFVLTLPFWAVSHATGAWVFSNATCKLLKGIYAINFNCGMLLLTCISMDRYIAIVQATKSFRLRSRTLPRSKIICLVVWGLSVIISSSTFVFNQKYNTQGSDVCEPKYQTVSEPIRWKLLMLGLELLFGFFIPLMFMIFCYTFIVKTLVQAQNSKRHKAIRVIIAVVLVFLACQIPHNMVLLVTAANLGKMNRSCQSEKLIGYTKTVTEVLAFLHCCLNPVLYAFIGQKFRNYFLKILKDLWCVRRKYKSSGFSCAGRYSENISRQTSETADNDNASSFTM
Mdm2-MdmX inh: inhibitors of human Mdm2-MdmX association, primary screen, cell-based, luminescence, split luciferase, SaOS-2, uHTS | AID 485346, 2010 | hit rate 3% among 330,000 | SaOS-2 split-luciferase Mdm2/MdmX complementation | Protein Mdm4 (Homo sapiens) + E3 ubiquitin-protein ligase Mdm2 (Homo sapiens), … | inhibition, % at 8 µM;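 active = inhibition of at least 50% at 8 µM in the primary screen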
XBP1 UPR activ: activators of adaptive XBP1 UPR arm, primary screen, cell-based, CHO-XBP1 luciferase reporter, luminescence, uHTS | IRE1-XBP1 UPR activation; percent of tunicamycin response, DMSO as zero | activation, % at 20 µM | hit rate 0.33% among 330,000 | AID 463104, 2010;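 active = versus positive control, 20 µM dose yields 30% or more activation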;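 note: 100% = tunicamycin at 10 µg/mL and 0% = DMSO only wells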
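Assay system: CHO-XBP1 luciferase reporter cells; Schedule: 6 h treatment, 37 °C; Detection: glow luminescence from Steady-Glo reagent; Benchmarks: high control tunicamycin 10 µg/mL final, low control DMSO vehicle only.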
An asterisk follows results filed as active; . = no result given.

Second line of a record: 697 NFkB inh	EBI2 block	Gli-Sufu antag	CXCR6 inh	Jurkat NFkB inh	CHOP UPR activ	CCR6 antagonist	Mdm2-MdmX inh	XBP1 UPR activ
(1) COc1ccccc1NC(=S)N(Cc1cccs1)C1CCCC1
  17	3	4	0	-16	1.9	18	-9	-3
(2) CC(CCOC1=NS(=O)(=O)c2ccccc21)NC(=O)C(=O)Nc1ccccc1 (configuration not stated)
  -9	3	-11	5	-13	-1.4	-7	9	0
(3) Cc1nn(-c2ncc(C(F)(F)F)cc2Cl)c(=O)n1-c1cccc(Cl)c1
  8	-6	-6	-8	-20	0.5	-6	-48	-1
(4) Cc1ccccc1Cn1nnc(C(=O)Nc2ccc3c(c2)OCCO3)c1N
  -85	26	-77	-1	-65	6.0	10	-105	3
(5) Cc1ccc(N(C)S(=O)(=O)c2ccc3[nH]cc(C(=O)NCCCN4CCOCC4)c(=O)c3c2)cc1C
  6	2	2	-7	3	1.5	-4	28	-6
(6) CCO[C@@H]1OC(C(=O)NCc2nc3ccccc3[nH]2)=C[C@H](C2CCCCC2)[C@H]1CCCO
  2	0	5	7	14	0.8	7	19	-3
(7) CN(C)CCCN(Cc1ccccc1)C(=S)Nc1cccc(C(F)(F)F)c1
  -20	-4	16	0	8	0.7	2	26	-2
(8) O=C(/C=C/c1ccccc1)Oc1ccc(C(=S)N2CCOCC2)cc1
  8	2	0	7	-10	1.1	13	10	12
(9) COc1ccc(OC)c(NC(=O)CCn2ccnc2)c1
  3	1	4	4	10	2.7	0	1	0
(10) COc1c(Br)cc(Br)cc1/C=C1/C(=O)N=C(N)N1C
  -15	0	2	-3	-7	0.4	12	9	3
(11) CCN(CCCNC(=O)C1CCN(C(=O)c2cc3sccc3n2C)CC1)Cc1ccccc1
  -25	-2	19	8	-1	-0.1	11	15	-1
(12) CCc1ccc(-c2cn(-c3nc(C)cc(C)n3)c(=N)o2)cc1
  -6	28	0	1	9	2.9	-9	53*	7
(13) COc1ccc2oc(=N)c(C(=O)NCc3ccccc3)cc2c1
  -5	9	22	-2	-1	2.5	-3	29	1
(14) CCCn1c(NCc2ccc3c(c2)OCO3)nc2ccccc21
  -27	11	3	9	-10	1.0	24	3	5
(15) COC(=O)C1CN(C(=O)COc2ccc(C)c(C)c2)c2ccccc2O1 (configuration not stated)
  10	2	-18	14	-7	0.4	22	-23	-2
(16) Nc1nc(CSc2nnc(-c3cccc(F)c3)n2-c2ccccc2)nc(N2CCOCC2)n1
  -2	-4	1	-4	2	0.8	7	19	-3
(17) CC1CCC2CCCCC2N1C(=O)c1cc([N+](=O)[O-])cc([N+](=O)[O-])c1 (configuration not stated)
  -6	1	-11	-10	-13	-1.2	-28	5	-4
(18) O=C(O)CSc1nnc(-c2ccccc2O)n1Cc1ccccc1
  22	0	-1	-1	7	0.5	-3	-8	1
(19) O=[N+]([O-])c1ccc(N2CCCCC2)cn1
  -13	-7	-6	0	-4	1.3	9	12	3
(20) Cc1c(NS(=O)(=O)c2cccc(C(=O)O)c2)c(=O)n(-c2ccccc2)n1C
  24	0	2	-2	-4	-0.2	5	23	-3

Second line of a record: 697 NFkB inh	EBI2 block	Gli-Sufu antag	CXCR6 inh	Jurkat NFkB inh	CHOP UPR activ	CCR6 antagonist	Mdm2-MdmX inh	XBP1 UPR activ
(21) CCN(C(=O)CN1CCN(c2cccc(C(F)(F)F)c2)CC1)c1c(N)n(Cc2ccccc2)c(=O)[nH]c1=O
  16	3	8	-3	-3	1.6	4	12	-3
(22) O=C(NC12CC3CC(CC(C3)C1)C2)c1c(Cl)cccc1Cl
  17	1	3	-3	-4	-3.3	-6	19	-4
(23) O=[N+]([O-])c1ccc(C(O)C23CN4CN(CN(C4)C2)C3)cc1 (configuration not stated)
  10	8	-11	-7	4	-1.3	-19	17	1
(24) CCCN1CCN(CC(=O)NCC(=O)Nc2cccc(C)c2C)CC1
  1	-13	-2	-10	3	1.0	1	11	0
(25) O=C(C1CCC(Cn2c(=S)[nH]c3ccccc3c2=O)CC1)N1CCN(c2ccccn2)CC1 (configuration not stated)
  -23	9	9	-5	21	-0.5	0	8	-2
(26) O=C(Nc1ccccc1C(F)(F)F)N1CCN(C(c2ccccc2)c2ccccc2)CC1
  -4	9	6	6	-8	3.0	12	37	0
(27) C=CCCC(=O)NC1CC(C)(C)Cc2c1cnn2-c1ccc(OC)cc1 (configuration not stated)
  -9	-2	14	-3	-2	-0.3	1	3	-5
(28) Cc1ccc(OCC(=O)Nc2cccc(O)c2)cc1C
  -7	-11	-1	-7	-89	1.5	1	-22	-2
(29) Cc1ccc(C)c(Oc2cc(NC(=O)CCCn3nc(C)c([N+](=O)[O-])c3C)cc([N+](=O)[O-])c2)c1
  1	44*	50	-2	6	12	22	15	-2
(30) CCC1CCCCN1CCCNC(=O)CN1C(=O)c2cccnc2Oc2ccc(C)cc21 (configuration not stated)
  -10	-6	19	1	-3	-1.8	-11	6	-2
(31) CN1CCC(=NNC(=O)c2cc(-c3ccc(Cl)cc3)n[nH]2)CC1
  10	5	-14	-14	-4	4.2	-6	-6	0
(32) O=C(C1CCN(S(=O)(=O)c2ccc(Cl)cc2)CC1)N1CCOCC1
  -2	-6	2	1	-5	-3.4	3	18	5
(33) CCc1cc(=O)oc2cc3occ(-c4ccc(OC)c(F)c4)c3cc12
  -14	37	23	11	48	4.9	14	64*	6
(34) CCCCNS(=O)(=O)c1ccc2nc(SCC(=O)c3ccccc3OC)[nH]c2c1
  -14	1	0	6	-2	1.2	-11	0	-1
(35) CCOC(=O)c1c(C)[nH]c(C)c1C(=O)COC(=O)c1cccnc1Cl
  14	0	2	6	7	0.7	4	5	2
(36) Cc1ccccc1[C@@H]1C(C#N)=C(N)S[C@H]1C(=O)c1ccccc1
  -7	2	18	-8	10	3.1	3	16	1
(37) CCC(=O)Nc1ccc(N2CCOCC2)c(S(=O)(=O)Nc2ccc(Cl)cc2)c1
  7	10	1	9	10	1.0	14	6	0
(38) O=C(Nc1ccnn1C1CCN(C2CCOCC2)CC1)c1cccc(F)c1
  -9	2	6	1	5	1.1	1	5	-6
(39) COc1ccc(NC(=O)CCCN2C(=O)CN(C)C2=O)cc1Cl
  14	-18	6	-9	-4	1.5	12	-7	1
(40) CNC(=O)COc1coc(CN2CCN(c3cccc(Cl)c3)CC2)cc1=O
  -6	-24	48	-6	-12	0.3	9	20	0

Some of these compounds in order of their number in XBP1 UPR activ, highest first:
No.	structure	XBP1 UPR activ
23	O=[N+]([O-])c1ccc(C(O)C23CN4CN(CN(C4)C2)C3)cc1 (configuration not stated)	1
29	Cc1ccc(C)c(Oc2cc(NC(=O)CCCn3nc(C)c([N+](=O)[O-])c3C)cc([N+](=O)[O-])c2)c1	-2
22	O=C(NC12CC3CC(CC(C3)C1)C2)c1c(Cl)cccc1Cl	-4

(further entries)
Second line of a record: 697 NFkB inh	EBI2 block	Gli-Sufu antag	CXCR6 inh	Jurkat NFkB inh	CHOP UPR activ	CCR6 antagonist	Mdm2-MdmX inh	XBP1 UPR activ
(41) Cn1c(COc2ccccc2)nnc1SCCN1CCOCC1
  0	-7	8	-14	-6	1.4	-11	5	1
(42) O=C(CSc1ncn(-c2ccccc2)n1)Nc1ccc(Br)cn1
  10	-2	-2	-1	3	-1.9	-5	20	-2
(43) O=C(NNC1=Nc2ccccc2SC1)c1cccc([N+](=O)[O-])c1
  -16	-15	5	24	28	2.4	15	36	4
(44) CCOc1ccc(N(CC(=O)NC2CCCC2)C(=O)CCCC(=O)Nc2ccccn2)cc1
  4	3	6	3	-12	-2.9	18	11	-4
(45) Cc1cccc(OCC(=O)Nc2ccc(C(=O)NCc3cccnc3)cc2)c1
  11	.	.	.	7	2.4	.	13	-3
(46) COc1ccc(S(=O)(=O)N2CCOCC2)cc1NC(=O)CCCOc1ccccc1
  5	-11	2	-2	-4	0.9	11	-20	1
(47) Cc1cc(C)cc(C(=O)NC(CC(N)=O)c2ccc(NCCN3CCCC3)c([N+](=O)[O-])c2)c1 (configuration not stated)
  1	-4	3	-1	5	0.5	6	-11	0
(48) O=C(Cn1c2c(c(=O)n3ncnc13)CCC2)N/N=C/c1cccs1
  -3	-1	0	5	-7	-0.6	-12	15	-4

Entries above that contain fluorine (7):
Second line of a record: 697 NFkB inh	EBI2 block	Gli-Sufu antag	CXCR6 inh	Jurkat NFkB inh	CHOP UPR activ	CCR6 antagonist	Mdm2-MdmX inh	XBP1 UPR activ
(3) Cc1nn(-c2ncc(C(F)(F)F)cc2Cl)c(=O)n1-c1cccc(Cl)c1
  8	-6	-6	-8	-20	0.5	-6	-48	-1
(7) CN(C)CCCN(Cc1ccccc1)C(=S)Nc1cccc(C(F)(F)F)c1
  -20	-4	16	0	8	0.7	2	26	-2
(16) Nc1nc(CSc2nnc(-c3cccc(F)c3)n2-c2ccccc2)nc(N2CCOCC2)n1
  -2	-4	1	-4	2	0.8	7	19	-3
(21) CCN(C(=O)CN1CCN(c2cccc(C(F)(F)F)c2)CC1)c1c(N)n(Cc2ccccc2)c(=O)[nH]c1=O
  16	3	8	-3	-3	1.6	4	12	-3
(26) O=C(Nc1ccccc1C(F)(F)F)N1CCN(C(c2ccccc2)c2ccccc2)CC1
  -4	9	6	6	-8	3.0	12	37	0
(33) CCc1cc(=O)oc2cc3occ(-c4ccc(OC)c(F)c4)c3cc12
  -14	37	23	11	48	4.9	14	64*	6
(38) O=C(Nc1ccnn1C1CCN(C2CCOCC2)CC1)c1cccc(F)c1
  -9	2	6	1	5	1.1	1	5	-6
